C-LANA FP = KSHV C-LANA DNA binding inhibition. MBP-C-LANA/FAM-LBS DNA binding, fluorescence polarization. inhibition, % at 9 µM. hit rate 0.078% among 340,000. AID 504423;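 active = highest replicate inhibition at or above 60% at 9 µM, even if other replicates fall short; inactive = all replicates below 60% inhibition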;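 also: 0% = neutral control wells and 100% = 4 µM acridine orange control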
PKA-R2B act = activators of human PKA-R2B complex; hit rate 0.079% among 340,000; P22694+P31323; PKA-R2B holoenzyme dissociation, Cy5-IP20 fluorescence polarization; R2B truncated from residue 108, S112A mutant; 0% DMSO only, 100% 113 µM cGMP; AID 504700; activation, % at 11.4 µM;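 active = activation above a cutoff set at the mean over all compounds plus 3 SD, cut at about 18% in these data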;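 also: higher means more holoenzyme dissociation and a rise in polarization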
DAGLB inhibitor = blocks human DAGLB lipase activity; HEK293T DAGLB membrane lysate, EnzChek fluorogenic substrate; AID 504411; hit rate 0.059% among 340,000; Q8NCG7; inhibition, % at 5.17 µM; in the data active = inhibition above about 34%;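 also: 0% = enzyme with vehicle and 100% = wells lacking enzyme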
Target sequence (Q8NCG7 whole entry, looked up): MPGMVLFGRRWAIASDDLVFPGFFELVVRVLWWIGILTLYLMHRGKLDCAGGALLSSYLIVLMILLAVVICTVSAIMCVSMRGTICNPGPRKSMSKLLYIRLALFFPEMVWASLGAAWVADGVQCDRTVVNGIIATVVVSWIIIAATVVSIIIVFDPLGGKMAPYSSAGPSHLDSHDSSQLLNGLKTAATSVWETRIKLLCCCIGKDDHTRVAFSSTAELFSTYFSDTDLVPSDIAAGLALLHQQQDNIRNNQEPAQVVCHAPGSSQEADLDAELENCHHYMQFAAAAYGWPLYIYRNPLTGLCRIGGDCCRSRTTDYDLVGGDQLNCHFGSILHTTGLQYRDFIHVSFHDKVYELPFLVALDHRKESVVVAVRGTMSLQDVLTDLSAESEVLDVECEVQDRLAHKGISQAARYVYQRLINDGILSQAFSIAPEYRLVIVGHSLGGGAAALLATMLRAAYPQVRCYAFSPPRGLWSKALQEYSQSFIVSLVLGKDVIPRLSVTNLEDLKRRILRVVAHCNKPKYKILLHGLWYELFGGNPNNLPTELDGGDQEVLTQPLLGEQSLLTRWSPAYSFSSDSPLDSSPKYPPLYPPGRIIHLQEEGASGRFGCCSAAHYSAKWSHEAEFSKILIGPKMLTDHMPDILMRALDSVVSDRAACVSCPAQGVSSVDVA
Keap1-Nrf2 PPI = Keap1-Nrf2 (human) interaction inhibition; Q14145; Keap1 Kelch-Nrf2 peptide fluorescence polarization, 1536-well; inhibition, % at 9.4 µM; hit rate 0.15% among 340,000; AID 504523; in the data active = inhibition above about 12%; inconclusive = no clear call, values can overlap the other calls; inactive = below about 7.3%;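 also: human Keap1 Kelch domain with fluorescein labeled Nrf2 9mer peptide probe; 0% = neutral control wells and 100% = peptide positive control; higher means more block of Keap1 binding to Nrf2 peptide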
Cardiac RTF inh = cardiac RTF calcium desensitization; P19429+P45379; IANBD-labeled cardiac RTF, Ca2+ fluorescence; inhibition, % at 7.15 µM; hit rate 0.12% among 340,000; AID 493244;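 active = inhibition above the mean inhibition of all tested compounds plus 3 SD, cut at about 17% in these data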;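 also: assay run at fixed EC70 calcium of 1.6 mM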
Rtt109 Vps75 = C. albicans Rtt109 histone acetyltransferase inhibition; hit rate 0.16% among 330,000; Q5AAJ8; purified Rtt109/Vps75, ThioGlo CoA-SH fluorescence, 4 h; AID 540336; inhibition, % at 34.9 µM;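 active = inhibition of at least 50% in every replicate; inconclusive = best replicate reaches 50% inhibition but some replicates fall short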
Target sequence (Q5AAJ8 whole entry, looked up): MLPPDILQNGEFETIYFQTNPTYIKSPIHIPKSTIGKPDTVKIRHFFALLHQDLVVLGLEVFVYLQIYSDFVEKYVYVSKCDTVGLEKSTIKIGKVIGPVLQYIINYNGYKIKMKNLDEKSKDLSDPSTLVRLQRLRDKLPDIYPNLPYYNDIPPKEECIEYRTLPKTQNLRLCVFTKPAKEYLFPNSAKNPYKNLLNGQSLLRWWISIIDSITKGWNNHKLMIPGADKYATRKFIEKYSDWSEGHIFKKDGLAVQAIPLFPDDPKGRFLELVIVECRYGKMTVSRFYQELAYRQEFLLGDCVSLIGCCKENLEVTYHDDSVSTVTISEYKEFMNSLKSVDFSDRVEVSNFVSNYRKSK
SR-BI uptake up = SR-BI HDL lipid transfer activation; CHO ldlA[mSR-BI] cells, DiI-HDL uptake fluorescence, 3 h; 100 = double the neutral-control signal; activation, % at 12.5 µM; hit rate 0.096% among 320,000; AID 504775;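 active = mean replicate activation of at least 60% and every replicate at or above 60%; inconclusive = mean or all-replicate condition met, but not both; inactive = mean below 60% and not all replicates reaching 60%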;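 also: 0% = median plate neutral-control signal and 100% = twice that signal; values of inactives mirror those of a sister screen read the other way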
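Test system: SR-BI-overexpressing, LDLR-lacking CHO cells; Medium: Ham's F12 with 0.5% BSA, HEPES 25 mM, pH 7.4; Schedule: 3 h, 37 °C; Technique: bottom-read fluorescence, 550/595 nm.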
CAL PDZ FP-1 = CAL PDZ (human) peptide binding inhibition; Q9HD26; purified CAL PDZ, TMR-peptide fluorescence polarization, 1 h; inhibition, % at 24.9 µM; hit rate 0.92% among 300,000; AID 602252;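 active = mean inhibition of at least 30% with at least half of replicates also reaching 30%; inconclusive = no clear call, values can overlap the other calls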;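 also: 0% = DMSO neutral control and 100% = excess unlabeled competitor peptide PRC23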
cardiac RTF act = increases calcium sensitivity of human cardiac regulated thin filaments. P19429+P45379. IANBD-labeled TnC RTF fluorescence at EC20 calcium; 0% EC20 calcium, 100% full calcium. activation, % at 7.2 µM. hit rate 0.24% among 340,000;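 active = activation above the mean over all tested compounds plus 3 SD, cut at about 30% in these data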;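 also: rise in fluorescence read as greater calcium sensitivity of cardiac thin filaments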
CAL PDZ FP-2 = human CAL PDZ-peptide interaction inhibition | Q9HD26 | AID 504414 | hit rate 0.02% among 330,000 | inhibition, % at 20 µM | purified CAL PDZ, TMR-peptide fluorescence polarization, 1 h;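 active = highest replicate inhibition of at least 40%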;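 also: plate controls were DMSO neutral control wells for no effect and unlabeled competitor peptide control wells for full effect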
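Material – purified CerCALP PDZ construct · Detection – FP readout, S and P plane fluorescence · Measure – percent inhibition from loss of millipolarization · Controls – unlabelled peptide for full inhibition, DMSO wells as neutral · Probe or stimulus – TMR-labelled reporter peptide T*-PRC34 bound in PDZ groove · Times – 1 h at RT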
Starred values were filed as active, the others as inactive; ? = inconclusive; / = not tested or not shown.

SMILES	C-LANA FP	PKA-R2B act	DAGLB inhibitor	Keap1-Nrf2 PPI	Cardiac RTF inh	Rtt109 Vps75	SR-BI uptake up	CAL PDZ FP-1	cardiac RTF act	CAL PDZ FP-2
COc1cc(C)ccc1OCCOCCOc1ccc(C)cc1[N+](=O)[O-]	-1.1	-16	-12	2	-6	2	9	-3	6	-2.6
Cc1ccc(S(=O)(=O)NC(=O)COc2ccccc2C(N)=O)cc1	-1.2	-1	1	-1	-10	-4	19	-17	2	-0.8
COc1nn(C(C)C(=O)N2N=C(C(F)F)CC2(O)C(F)F)cc1[N+](=O)[O-] (stereo not drawn)	-0.1	-8	-1	-2	-4	-6	20	/	3	-0.6
N#Cc1nc(COc2ccccc2F)oc1N1CCCCCC1	-3.8	-8	-4	-3	-1	7	-26	-4	-4	/
O=C(CCCN1C(=O)/C(=C/c2ccccc2)SC1=S)Nc1ccccc1O	0.1	-6	0	-5	11	5	1	-3	-3	-0.8
CC(OC(=O)C1CCCO1)C(=O)NC1CCCC1 (stereo not drawn)	2.1	4	1	-4	0	4	13	/	0	-2.1
COc1cc2c(cc1NC(=O)C(C)OC(=O)C1CC(=O)N(Cc3ccco3)C1)oc1ccccc12 (stereo not drawn)	0.0	-7	-2	-1	8	1	-70	-1	-5	-0.6
Cc1cnc(C(=O)OCC(=O)c2ccc(C)s2)cn1	-0.5	1	2	-4	-11	3	4	/	7	-0.2
CCCc1ccc(S(=O)(=O)N2CCN(C(C)C(=O)NCc3ccccc3)CC2)cc1 (stereo not drawn)	-0.5	0	-3	8	-7	20	19	-4	-4	0.2
CC1CCN(C(=O)CCN2C(=O)/C(=C/c3cccs3)SC2=S)CC1	-1.0	3	-4	-5	-8	/	24	1	-1	-1.3
CCCc1cc(C(=O)Nc2ccc(C#N)cc2)no1	1.1	-2	2	-6	-21	-3	0	-3	-3	-2.9
CCCc1ccc2oc(C(=O)N3CCC(N4CCCC(O)C4)CC3)c(C)c2c1 (stereo not drawn)	-2.6	-14	1	-2	3	-1	-17	-2	0	-2.6
O=C1[C@@H]2[C@H](C(=O)N1CC(O)COCc1ccccc1)C1C=C[C@H]2C1 (stereo partly drawn)	1.4	-6	-4	-5	-1	2	3	-4	1	-0.1
O=C(Nc1cccc([N+](=O)[O-])c1)C1CC(=O)N(Cc2ccccc2)C1 (stereo not drawn)	-0.8	2	1	-3	-6	8	0	-5	6	-0.9
COc1cccc(NC(=O)Cn2c(CCC(=O)O)ccc2-c2ccc(Cl)cc2)c1	-1.1	-10	3	-3	-4	-10	-1	-5	-3	/
COc1cc(C(=O)NCC(c2ccco2)N2CCCC2)ccc1OCc1ccc(Cl)cc1Cl (stereo not drawn)	2.2	-2	0	-9	1	-1	-66	-7	1	-2.2
Cc1ccc(S(=O)(=O)N2CCN(C(C)CC(=O)O)CC2)cc1 (stereo not drawn)	-2.2	-2	1	-3	-3	0	1	/	12	-0.9
O=C(CN(C(=O)CNC(=O)c1cccs1)c1cccc(F)c1)NC1CCCC1	-0.9	-1	-2	-7	7	4	/	-3	6	-3.3
CCCN(C(=O)CSCc1ccccc1C)c1c(N)n(Cc2ccccc2)c(=O)[nH]c1=O	-0.2	-7	0	1	0	4	8	/	-7	-0.5
CCOC(=O)c1ccc(NC(=S)NC(=O)c2cncc(Br)c2)cc1	-4.5	-3	-4	-4	0	-1	26	4	-3	-1.1
COc1ccc(C)cc1N(CC(=O)Nc1cccc(N(C)S(C)(=O)=O)c1)S(C)(=O)=O	-1.8	-7	2	1	-6	-15	3	-1	3	-0.2
O=[N+]([O-])c1cccc(/C=C/c2nc(C=Nc3ccccc3)c(O)o2)c1	0.5	5	-2	1	-4	6	-15	/	-3	0.4
O=c1c2cnn(-c3ccccc3)c2ncn1Cc1cccc(Cl)c1	-2.4	-8	2	2	-6	-2	14	/	2	-1.8
FC(F)(F)C1=Nc2cccc3cccc(c23)N1	0.4	-4	12	2	-14	-3	-9	/	-18	0.2
CSc1nnc(C)c(/C=C/NOCc2cccc(F)c2)n1	3.2	6	-2	0	7	-10	4	0	-5	-0.9

Four successive records already listed, for reference:
SMILES	C-LANA FP	PKA-R2B act	DAGLB inhibitor	Keap1-Nrf2 PPI	Cardiac RTF inh	Rtt109 Vps75	SR-BI uptake up	CAL PDZ FP-1	cardiac RTF act	CAL PDZ FP-2
COc1cc(C)ccc1OCCOCCOc1ccc(C)cc1[N+](=O)[O-]	-1.1	-16	-12	2	-6	2	9	-3	6	-2.6
Cc1ccc(S(=O)(=O)NC(=O)COc2ccccc2C(N)=O)cc1	-1.2	-1	1	-1	-10	-4	19	-17	2	-0.8
COc1nn(C(C)C(=O)N2N=C(C(F)F)CC2(O)C(F)F)cc1[N+](=O)[O-] (stereo not drawn)	-0.1	-8	-1	-2	-4	-6	20	/	3	-0.6
N#Cc1nc(COc2ccccc2F)oc1N1CCCCCC1	-3.8	-8	-4	-3	-1	7	-26	-4	-4	/

Continuation:
SMILES	C-LANA FP	PKA-R2B act	DAGLB inhibitor	Keap1-Nrf2 PPI	Cardiac RTF inh	Rtt109 Vps75	SR-BI uptake up	CAL PDZ FP-1	cardiac RTF act	CAL PDZ FP-2
Cc1cc(-c2nc3cc(F)ccc3s2)ccc1N	-0.8	-4	-3	0	3	11	-5	-3	-7	-0.3
O=[N+]([O-])c1cccc(CN2CCCCCC2)c1	-0.1	-6	-2	-2	-1	-2	13	-3	-3	0.5
O=c1c(/C=N/N2CCOCC2)c(C(F)(F)F)[nH]n1-c1ccccc1	1.2	5	2	0	-3	-13	13	-4	-2	-1.4
c1ccc(Cc2noc(CN3CCCN(C4Cc5ccccc5C4)CC3)n2)cc1	0.0	-9	-1	-4	2	1	-6	-4	-1	-1.0
COc1ccc(NC(=S)N(Cc2ccccn2)Cc2ccccc2Cl)cc1	0.3	-1	-2	3	17*	-1	12	/	3	-0.7
O=C(CS(=O)(=O)c1ccccc1)Nc1ccc(N2CCOCC2)cc1	-1.9	7	-1	2	-17	-5	19	2	2	-2.8
CCOc1ccc(N2CC(C(=O)N3CC(C)OC(C)C3)CC2=O)cc1 (stereo not drawn)	-0.8	1	-3	-3	8	2	19	-2	-1	-2.6
CC(NC(=O)Cc1ccc(NS(=O)(=O)c2cccc(C(F)(F)F)c2)cc1)c1ccccn1 (stereo not drawn)	-1.7	-10	-1	2	5	8	2	-9	1	-2.5
CCOC(=O)C1CCN(C(=S)Nc2ccc(Cl)cc2C)CC1	-0.9	-4	-1	1	-12	3	-11	1	3	-0.8
CCOC(=O)c1ccc(NC(=O)c2nc[nH]c2C(=O)N[C@@H](Cc2ccccc2)C(=O)OC(C)(C)C)cc1	-3.1	-15	-5	-4	-4	-1	-4	-2	-7	-1.6
CC(=O)NC(Cc1c[nH]c2ccccc12)C(=O)NCc1ccc2c(c1)OCO2 (stereo not drawn)	0.1	10	-1	-6	2	8	6	-2	-6	/
O=C(COC(=O)Cc1ccccc1F)Nc1cccc(S(=O)(=O)NC2=NCCCCC2)c1	0.0	4	-1	1	-4	-17	4	-2	3	-2.8
Cc1csc(NC(=O)CSc2nnc(-c3ccoc3C)n2CCc2ccccc2)n1	-1.9	-20	-5	-5	-1	3	5	-2	7	-4.5
COc1ccc(NC(=O)c2c(N)no[n+]2[O-])c(OC)c1	0.1	3	-3	-2	4	5	-13	-7	5	0.6
CCOC(=O)C(C)Oc1ccc2c(-c3cccc([N+](=O)[O-])c3)cc(=O)oc2c1 (stereo not drawn)	0.8	-3	-3	-2	-10	-1	5	-4	-1	1.2
COc1ccc(CNC(=O)c2c[nH]c3ccccc3c2=O)cc1	0.4	-9	-2	3	2	42	24	-5	2	-0.8
O=C(c1ccc2c(=O)n3c(nc2c1)CCCCC3)N1CCN(c2ccccc2F)CC1	1.6	8	-2	-4	-1	16	13	/	-2	-0.8
Cc1nc(/N=C\N(C)C)sc1C(=O)Nc1ccccc1	0.5	2	1	-4	-11	7	-1	5	4	-2.6
CCOC(=O)NC(NCc1ccccc1)(C(F)(F)F)C(F)(F)F	1.0	-3	-1	-3	-2	9	5	0	8	-1.7
COc1ccc(Oc2nc(C)nc3c2oc2ccccc23)cc1	1.1	1	-6	2	-20	-4	5	?	5	-3.3
COc1ccc(-c2cccc(NC(=O)COc3ccc(Cl)cc3)c2)nn1	-1.7	-2	0	-2	-6	2	-15	-4	-6	-3.8
CC(C)(C)CN1C(N)=NC[C@H]1Cc1ccc(O)cc1	0.5	-1	1	-4	-4	-6	12	-2	-4	-0.3
Cc1ccc(C(=O)N2CCN(C(=O)c3ccco3)CC2)cc1NC(=O)c1ccco1	-0.4	-2	1	-4	-3	2	6	-8	-2	-0.3
COc1ccc2nc(C)cc(SCC(=O)N/N=C/c3ccco3)c2c1	-0.5	-8	1	-6	-8	-4	/	/	5	-2.1
CCOc1ccccc1CN1CCNC(=O)C1CC(=O)N(C)Cc1cnccn1 (stereo not drawn)	0.4	-3	-1	-2	-9	-4	15	/	0	-0.9
Further records
SMILES	C-LANA FP	PKA-R2B act	DAGLB inhibitor	Keap1-Nrf2 PPI	Cardiac RTF inh	Rtt109 Vps75	SR-BI uptake up	CAL PDZ FP-1	cardiac RTF act	CAL PDZ FP-2
CN(C)S(=O)(=O)c1ccc(NC(=O)c2ccc(Br)o2)cc1	1.3	-3	-1	-3	-15	-7	-17	-1	9	-3.1
N#CCCN1CCN(S(=O)(=O)c2ccc(S(=O)(=O)NCC3CCCO3)cc2)CC1 (stereo not drawn)	1.8	0	0	-2	-2	0	38	/	-1	-0.4
COc1ccccc1N1CCN(C(=O)c2nn(-c3ccccc3OC)c(=O)c3ccccc23)CC1	-2.6	5	0	2	-4	16	-3	-8	0	-0.7
COc1ccc(N2CCN(C(=O)COC(=O)[C@@H](NC(=O)c3ccccc3Cl)C(C)C)CC2)cc1	0.5	-7	4	0	-2	-2	-8	/	-10	-0.9
CC(C)(C)NC(=O)C(c1ccc(O)cc1)N(Cc1ccco1)C(=O)Cn1nnc(-c2cccs2)n1 (stereo not drawn)	0.6	-4	-3	1	1	13	-11	-7	7	-0.9
O=S(=O)(Nc1c(S(=O)(=O)c2ccccc2)c2nc3ccccc3nc2n1C1CCCCC1)c1ccccc1	0.4	6	-5	-4	-29	/	6	-4	-13	-1.3
COC(=O)c1sc(NC(=O)c2cc(C)on2)nc1C	3.0	6	3	-4	-5	3	9	0	-5	-3.4
O=C(COC(=O)c1ccc([N+](=O)[O-])o1)Nc1ccc(N2CCOCC2)cc1	1.3	-5	-3	-1	-1	18	-1	-3	-4	-0.2
O=C(CC1C(=O)NCCN1C(=O)c1ccc(F)cc1)OCc1ccccc1 (stereo not drawn)	1.0	5	-2	-4	-2	-3	17	-1	-5	0.3
OCC[C@H]1C[C@H](O)[C@@H](O)[C@]2(CCCO2)O1	-3.9	3	-2	3	3	3	10	1	-3	-0.2

From PubChem BioAssay
